# Compound activity as filed in PubChem.
# Mcl-1 Bim block – inhibitors of Bim-Mcl-1 interaction, human. 190,000 tested, 0.1% active. Bead-based flow cytometry, Bim peptide-Mcl-1 binding. inhibition, % at 10 µM. AID 1009. Q07820;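 further: 0% = no compound tracer wells and 100% = peptide blocker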
# RGS4-Gao reg – modulates binding of RGS4 to human Galphao; P09471; Multiplexed bead flow cytometry; actives lie on both sides; binding response (% of control), % at 10 µM; 220,000 tested, 0.33% active; in the data active means binding response below about 49% or above about 150%; inactive means in between;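 further: fluorescent Galphao activated with aluminum fluoride binding bead-coupled RGS4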
# Target sequence (P09471 whole entry, looked up): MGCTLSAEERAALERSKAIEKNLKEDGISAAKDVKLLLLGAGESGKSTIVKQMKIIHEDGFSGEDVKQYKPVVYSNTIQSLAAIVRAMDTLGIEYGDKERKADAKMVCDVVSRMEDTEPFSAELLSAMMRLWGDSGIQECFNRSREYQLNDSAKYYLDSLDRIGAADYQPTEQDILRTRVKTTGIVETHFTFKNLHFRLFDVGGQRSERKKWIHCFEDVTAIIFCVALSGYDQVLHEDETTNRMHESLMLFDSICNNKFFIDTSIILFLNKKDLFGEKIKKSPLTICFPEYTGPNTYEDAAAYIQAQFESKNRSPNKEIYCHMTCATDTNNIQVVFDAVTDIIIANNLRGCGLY
# RGS7-Gao – human RGS7-Galphao interaction regulation; Multiplexed bead flow cytometry, RGS7-Galphao binding; actives lie on both sides; binding response (% of control), % at 10 µM; 220,000 tested, 0.35% active; AID 1439; in the data active means binding response below about 49% or above about 150%; inconclusive means no clear call, values can overlap the other calls; inactive means in between;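 further: fluorescent Galphao held in activated GDP-AlF4 state binding bead-coupled RGS7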
# Bim-Bcl-W – inhibitors of Bim-Bcl-W interaction, human; bead-based flow cytometry, Bim peptide-Bcl-W binding; Q92843; 190,000 tested, 0.02% active; AID 952; inhibition, % at 10 µM;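 further: 0% = bound tracer without compound and 100% = peptide blocker; higher means less fluorescent Bim peptide bound to Bcl-W beads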
# Target sequence (Q92843 whole entry, looked up): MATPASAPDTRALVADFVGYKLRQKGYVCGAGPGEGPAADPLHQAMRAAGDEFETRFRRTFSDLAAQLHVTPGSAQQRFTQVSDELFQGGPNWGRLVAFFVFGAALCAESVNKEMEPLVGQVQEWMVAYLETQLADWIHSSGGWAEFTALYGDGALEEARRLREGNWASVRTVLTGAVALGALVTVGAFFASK
# RGS8-Gao – modulates binding of RGS8 to human Galphao; AID 1423; multiplexed bead flow cytometry; actives lie on both sides; 220,000 tested, 0.34% active; response (percent of control binding), % at 10 µM; P09471; in the data active means response below about 60% or above about 140%; inactive means in between;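 further: Galphao activated as the GDP aluminium fluoride complex binding bead-coupled RGS8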
# Mcl1 Bid PPI – Mcl-1/Bid interaction inhibition. 220,000 tested, 0.97% active. TR-FRET Mcl-1/Bid-Dy647 peptide binding, 1536-well. Q07820. inhibition, % at 21.7 µM;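 active means compounds that cut the binding signal by more than half at the single screening dose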;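 further: His-tagged Mcl-1 with europium anti-His antibody binding Bid BH3 peptide; 0% = Mcl-1 plus peptide wells and 100% = peptide-only wells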
# Bim-Bcl-B – inhibitors of Bim-Bcl-B interaction, human; Q9HD36; bead-based flow cytometry, Bim peptide-Bcl-B binding; inhibition, % at 10 µM; 190,000 tested, 0.073% active; AID 951;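 further: 0% = tracer peptide without compound and 100% = reference inhibitor peptide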
# Target sequence (Q9HD36 whole entry, looked up): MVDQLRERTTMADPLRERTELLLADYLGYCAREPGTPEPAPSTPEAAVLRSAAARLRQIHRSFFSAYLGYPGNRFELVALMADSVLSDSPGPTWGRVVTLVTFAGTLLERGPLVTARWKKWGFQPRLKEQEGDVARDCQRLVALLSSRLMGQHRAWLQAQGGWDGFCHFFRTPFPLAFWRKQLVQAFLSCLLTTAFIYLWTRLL
# Bim-Bcl-2 – disrupts Bim peptide binding to human Bcl-2; P10415; Bead-based flow cytometry, Bim peptide-Bcl-2 binding; inhibition, % at 10 µM; 190,000 tested, 0.06% active; in the data active means inhibition above about 40%; inconclusive means no clear call, values can overlap the other calls;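 further: 0% = no compound wells with probe peptide and 100% = reference peptide inhibitor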
# Target sequence (P10415 whole entry, looked up): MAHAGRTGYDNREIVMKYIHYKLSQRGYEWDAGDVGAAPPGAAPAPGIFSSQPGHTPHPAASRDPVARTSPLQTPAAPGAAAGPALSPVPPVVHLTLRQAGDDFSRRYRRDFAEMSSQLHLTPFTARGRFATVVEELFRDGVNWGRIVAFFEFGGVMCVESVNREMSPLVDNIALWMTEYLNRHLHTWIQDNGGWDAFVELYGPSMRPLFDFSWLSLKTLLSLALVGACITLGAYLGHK
# GSH fluor – GSH bead compound fluorescence profile. GSH beads flow cytometry, compound fluorescence 488/530 nm; active compounds read high. fluorescence (KMESF) at 10 µM. 190,000 tested, 0.25% active; in the data active means fluorescence above about 89;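 further: glutathione beads carrying GST-tagged Bcl family fusion proteins plus one bare bead set; values are compound well signal with DMSO vehicle wells as background; inactives centre near 16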
# Bim-Bfl-1 – human Bim-Bfl-1 interaction inhibition; 190,000 tested, 0.12% active; Q16548; inhibition, % at 10 µM; Bead-based flow cytometry, Bim-Bfl-1 binding inhibition;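 further: 0% = wells without compound plus tracer and 100% = blocker peptide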
# Bim-Bcl-XL – disrupts Bim peptide binding to human Bcl-XL. Q07817. bead flow cytometry, fluorescence. inhibition, % at 10 µM. 190,000 tested, 0.04% active. AID 1007
# * hit, by the source's call; ? = inconclusive. Unless noted, no stated cut-off is given here; in the data, active means inhibition above about 40%.
SMILES,Mcl-1 Bim block,RGS4-Gao reg,RGS7-Gao,Bim-Bcl-W,RGS8-Gao,Mcl1 Bid PPI,Bim-Bcl-B,Bim-Bcl-2,GSH fluor,Bim-Bfl-1,Bim-Bcl-XL
CCS(=O)(=O)c1ccc(O)c(NC(=O)c2cc(OC)c(OC)c(OC)c2)c1,-1,100,96,0,99,-87,-6,-3,11,-3,2
CC(=O)Oc1ccc(-c2cccc(C(=O)NCC(=O)O)c2)cc1,0,102,104,-1,101,-7,2,-2,11,1,0
COc1ccc(OCC(=O)OCCN2C(=O)c3ccccc3C2=O)cc1,0,90,90,4,101,-23,-6,-6,22,-5,0
CCOc1cccc2sc(NC(=O)CC)nc12,-1,101,99,-2,106,7,-2,-6,13,0,-2
C/C(=N/O)c1c(O)c(C)c(-c2ccccc2)n(-c2ccccc2)c1=O,-3,101,97,-6,100,-6,-6,-12,16,-17,-8
Cc1cc(C)n2nc(SCCC(=O)NCCc3ccccc3)nc2n1,-2,97,99,0,97,-29,-9,-8,37,-15,-8
COc1ccc(NC(=O)COC(=O)COc2cccc(Br)c2)cc1OC,-2,101,?,1,99,-15,-2,-4,12,-6,0
N#Cc1cc2c(nc1SCC(=O)Nc1sc3c(c1C#N)CCC3)CCCCC2,5,97,98,2,100,-2,0,0,7,-2,-1
O=c1[nH]c2ccccc2n1C1=CCCC1,-3,90,98,0,97,4,-7,-8,32,-14,-3
Cc1cc(C)cc(C(=O)NC(=S)Nc2ccc(-c3cc4ccccc4oc3=O)cc2)c1,-1,94,100,0,93,-29,3,4,11,5,3
COc1ccc(C2CC(c3ccco3)n3ncnc3N2)cc1 (configuration not stated),-3,92,96,-7,96,-8,-10,-8,14,-13,-10
CCc1c(C)sc(NC(=O)c2cc(C)no2)c1C#N,-1,103,105,0,98,8,-12,-6,18,-4,-3
Cc1c(C(=O)N2CCCCC2C)sc2ncnc(N3CCc4ccccc4C3)c12 (configuration not stated),0,99,100,0,102,3,-3,0,14,0,2
Oc1cccc(-c2nc3ccc4ccccc4c3c3c2CCC3)c1,-2,103,104,-2,104,-10,0,0,17,0,-3
CCCCCN1CC(O)=C(c2nc(-c3ccc(Cl)cc3)cs2)C1=N,1,85,91,-4,99,-28,2,-2,10,-3,0
CC1(C)CC2(CCO1)OC(=O)CC2C(=O)Nc1cccc2ccccc12 (configuration not stated),1,102,101,-3,103,14,-7,-8,25,-11,-8
CCN1CCCC1CN(Cc1cc2ccc(C)cc2[nH]c1=O)C(=S)Nc1ccc(F)cc1 (configuration not stated),-2,101,101,-1,100,-30,-24,1,14,2,-3
COc1cccc(CNc2ncnc3cc(OC)c(OC)cc23)c1,-4,102,100,0,102,-20,-5,-11,34,-16,-4
COc1ccc(NC(=S)NNC(=O)c2cccs2)cc1,-10,109,107,-4,112,-93,-24,-2,9,0,-8
O=C(N/N=C\c1cccc([N+](=O)[O-])c1O)C1COc2ccccc2O1 (configuration not stated),-3,81,72,-6,87,-14,-5,-1,13,-1,-6
CCCCOc1ccc(OC(=O)c2cccnc2)cc1,-2,100,110,-1,102,-2,-6,-3,25,-9,0
Cc1cccc(NC(=O)CSc2nc3[nH]ncc3c(=O)[nH]2)c1C,0,101,97,-1,101,-10,-4,-3,6,-2,-3
Cc1cc(C)n(CC(=O)n2nc(C)cc2C)n1,0,98,95,0,102,-3,-9,-7,13,-11,-5
COc1cc(CN2CCN(C(=O)CC(C)C)CC2)cc(OC)c1OC,-4,100,103,-2,108,27,-3,-7,16,-1,-1
O=C(C1=C[C@H](c2csc3ccccc23)C[C@H](OCc2ccc(CO)cc2)O1)N1CCOCC1,-5,96,99,0,100,1,-6,-1,20,-4,-1
CCN1CCN(Cc2cc(=O)oc3cc(C)cc(C)c23)CC1,-2,97,88,0,99,-2,-9,-8,39,-11,-6
COc1ccc(C2(CNC(=O)c3ccc(OCC(C)C)cc3)CCOCC2)cc1,-13,99,96,-6,99,12,-2,2,10,0,-5
CCO[C@@H]1OC(C(=O)NC2CC2)=C[C@H](c2ccccc2)[C@H]1CCCO,1,102,101,1,100,0,0,0,17,-2,0
O=C(Nc1ccccc1Br)C1CCC(=O)N1Cc1ccccc1Cl (configuration not stated),-1,96,94,-3,99,-1,0,-2,13,-2,-2
Cc1nn(-c2ccc(Cl)cc2)c(Cl)c1/C=C(\C#N)C(N)=O,23,85,79,19,76,-2,31,25,10,29,32
COc1ccc(S(=O)(=O)N2Cc3ccccc3CC2C(=O)Nc2nccs2)cc1OC (configuration not stated),0,103,99,2,102,4,-11,-12,29,-14,-5
O=C(NCCOc1ccc(Cl)cc1)C1CCCCC1,0,93,?,1,96,-19,-2,-1,15,-4,-1
COC(=O)NC1(C(F)(F)F)C(=O)Nc2c1c(=O)n(C)c(=O)n2C (configuration not stated),-1,104,?,-2,102,-15,-1,-2,18,-6,-1
C1CSC2(N1)C1CC3CC(C1)CC2C3 (configuration not stated),-3,94,96,-4,105,-47,-4,-4,8,-2,-3
CCOC(=O)c1cnn(-c2nc(-c3ccccc3)cs2)c1C(F)(F)F,-8,91,94,-3,97,15,-1,-4,21,-1,0
CC(C)(C)c1cc(C(c2cccnc2)N2CCN(CCO)CC2)cc(C(C)(C)C)c1O (configuration not stated),-11,100,97,-8,97,55*,-12,-18,27,-27,-16
O=C(OCc1cccc([N+](=O)[O-])c1)c1cc(=O)[nH]c2ccccc12,-1,101,102,0,106,-33,-4,-5,24,-5,-1
Fc1ccc(NC(=S)NCc2cccs2)cc1,0,104,98,-2,93,-64,-2,-3,5,0,-4
CCOC(=O)c1c(C)[nH]c(NC(=O)N2CCOCC2)c1C,-1,101,96,-3,100,-44,-4,-10,26,-14,-5
CC1(C)CNC(=O)c2sc(N3CCCCC3)nc2C1,-4,100,96,1,102,-10,-7,-8,54,-9,2
Cc1ncc(CO)c2cc(S(=O)(=O)c3ccc(F)cc3)c(=O)oc12,-5,101,100,-6,103,-17,-12,-9,16,-10,-10
O=C(O)c1ccc(-n2cccc2)cc1O,-6,99,100,-7,100,-11,-8,-11,25,-25,-9
C/C(CC(=O)NCc1ccco1)=N\NC(=O)Cc1ccccc1,-4,102,104,-5,101,12,-9,-1,30,0,-3
S=C(c1ccccc1)N1CCCc2ccccc21,-8,101,102,-5,101,-63,-8,-3,10,3,-8
O=C(N/N=C\c1cn(-c2ccccc2)nc1-c1ccccc1)c1ccc2c(c1)OCO2,-2,103,101,0,104,2,-8,-15,31,-14,-2
CC(=O)N1CCN(CC(=O)Nc2c(Cl)cc(Cl)cc2Cl)CC1,11,106,106,10,106,-53,15,15,9,12,12
O=C(NCC1CCOCC1)c1ccc(OC2CCN(Cc3ccccn3)CC2)cc1,0,104,102,1,110,-11,0,0,16,-4,-4
CC1=C(/C=C/C(C)=C/C=C/C(C)=C/C(=O)O)C(C)(C)CCC1,-3,89,89,0,92,-21,-8,3,21,-1,-2
COc1ccccc1NC(=O)CSc1nnc(Cn2cnc3ccccc32)n1C,-1,101,98,0,99,-6,-7,-6,41,-12,-2
O=C1CC(C(F)(F)C(F)(F)C(F)(F)C(F)F)=Nc2ccccc2N1,-1,102,100,0,102,-10,-10,-11,27,-19,4
CCOc1cc(C(=O)N/N=C(\C)Cc2ccc(OC)cc2)cc(OCC)c1OCC,-6,98,100,-3,98,6,-8,-7,11,-7,-7
O=C(NCC1CCCO1)C1CCN(c2ccc(S(=O)(=O)N3CCCC3)cc2)CC1 (configuration not stated),-1,100,99,6,99,-25,-4,-3,7,-5,-8
CCCCC(=O)Nc1cc(OC)c(NC(=S)NC)cc1OC,-1,102,105,1,99,-23,-4,-3,20,-2,-1
N#Cc1c(NC(=O)CSc2nnc(-c3ccco3)n2-c2ccccc2)sc2c1CCC2,-1,94,93,-1,96,-29,-2,-2,14,3,-2
CCOC(=O)c1oc2ccccc2c1N,0,100,97,-4,101,-28,-9,-10,28,-18,-6
Cc1csc(NC(=O)/C=C/c2ccc(C)o2)n1,-7,100,112,-9,99,-18,-14,-5,10,-1,-10
CCCOc1ccc(S(=O)(=O)NCc2ccc(OC)cc2)cc1,-2,88,89,0,91,6,-6,-9,66,-7,-5
COc1cccc(CNC(=O)C2CCN(S(=O)(=O)c3ccccc3)CC2)c1,1,106,101,1,104,-13,-1,4,11,0,1
O=C1CCCC/C1=C\Nc1ccc(O)cc1,7,97,95,0,96,-101,0,0,41,0,-4
O=C(NCCc1ccccc1F)/C(=C/c1cccnc1)NC(=O)c1ccccc1,-1,101,97,-1,96,-13,-1,-4,13,2,1

# Continuation.
SMILES,Mcl-1 Bim block,RGS4-Gao reg,RGS7-Gao,Bim-Bcl-W,RGS8-Gao,Mcl1 Bid PPI,Bim-Bcl-B,Bim-Bcl-2,GSH fluor,Bim-Bfl-1,Bim-Bcl-XL
Cc1ccc(S(=O)(=O)N/N=C/c2ccc(OS(=O)(=O)c3ccc(C)c([N+](=O)[O-])c3)cc2)cc1,0,91,91,0,96,11,-5,-10,26,-11,0
COc1cnc(-c2ccccn2)nc1Oc1ccc(F)cc1F,1,99,?,0,101,-19,-2,1,11,-4,-2
CN(C(=O)CC1C(=O)NCCN1Cc1ccoc1)C1CCOCC1 (configuration not stated),0,100,100,-1,100,-30,-3,-1,18,0,0
COc1cccc(S(=O)(=O)Nc2ccc(C(=O)Nc3ccncc3)cc2)c1,-4,106,105,-1,115,-2,-5,-1,11,-1,-2
CC(C)c1nc2ccccc2n1CCC(=O)O,0,104,96,0,100,13,0,0,17,1,-1
N#C/C(=C\Nc1ccc2c(c1)OCCO2)c1nc2ccccc2[nH]1,-2,93,94,-2,92,-19,-4,-1,21,-5,0
Cc1ccccc1-c1nc(-c2cccnc2)no1,2,107,106,1,104,-10,-4,-5,43,-10,-2
C/C(Cn1nnc([N+](=O)[O-])n1)=N\NC(=O)c1ccccc1Cl,2,101,102,-2,101,-12,0,-1,9,0,2
CCO/C=C1/C(=O)N(c2ccccc2OC)C(=O)c2ccccc21,3,102,108,1,113,-11,-3,0,14,-3,0
O=C(c1ccc(F)cc1)N1CCN(C(=O)c2ccc([N+](=O)[O-])cc2)CC1,0,102,105,-1,104,2,-4,-2,11,-8,0
O=C(NNC(=S)Nc1ccc(Br)cc1)c1ccc(N2CCOCC2)c([N+](=O)[O-])c1,-7,100,99,-5,100,-41,-14,-7,9,-14,-9
CCOC(=O)c1ccc(NC(=O)NCCN2CCCCC2)cc1,-2,108,105,0,111,-10,-6,-7,22,1,0
CC(=O)Nc1ccc(C(=O)OCC(=O)N(Cc2ccccc2)C(C)(C)C)cc1,0,106,107,3,108,-17,-6,-7,47,-7,2
CC12CCC3(CO)COC(c4ccccc4O1)C2C3 (configuration not stated),-4,91,96,-2,94,-12,-11,15,16,2,-4

# Part of the list above, reformatted:
molecule | Mcl-1 Bim block | RGS4-Gao reg | RGS7-Gao | Bim-Bcl-W | RGS8-Gao | Mcl1 Bid PPI | Bim-Bcl-B | Bim-Bcl-2 | GSH fluor | Bim-Bfl-1 | Bim-Bcl-XL
O=C(NNC(=S)Nc1ccc(Br)cc1)c1ccc(N2CCOCC2)c([N+](=O)[O-])c1 | -7 | 100 | 99 | -5 | 100 | -41 | -14 | -7 | 9 | -14 | -9
CCOC(=O)c1ccc(NC(=O)NCCN2CCCCC2)cc1 | -2 | 108 | 105 | 0 | 111 | -10 | -6 | -7 | 22 | 1 | 0
CC(=O)Nc1ccc(C(=O)OCC(=O)N(Cc2ccccc2)C(C)(C)C)cc1 | 0 | 106 | 107 | 3 | 108 | -17 | -6 | -7 | 47 | -7 | 2
CC12CCC3(CO)COC(c4ccccc4O1)C2C3 (configuration not stated) | -4 | 91 | 96 | -2 | 94 | -12 | -11 | 15 | 16 | 2 | -4
